# ERK EGF inh: qHTS Assay for Inhibitors of the ERK Signaling Pathway using a Homogeneous Screening Assay; Stimulation with EGF. HEK293-V1b, EGF-stimulated phospho-ERK AlphaScreen. Potency, µM (series often up to 11.5 µM), without a hit: at the top dose activity change, negative = inhibition, hits mostly inhibitors. actives 0.41% (n = 130,000); active = well fitted inhibition curve with a large enough effect; inconclusive = small, poorly fitted or top-dose-only effect, or effect the other way;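 also: plate controls were stimulated vehicle wells for no effect and unstimulated vehicle basal for full effect; nearly all actives have a fitted effect of over 55% in size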
#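 Readout: AlphaScreen signal for phosphorylated ERK in lysed HEK293 cells stably expressing V1b. Stimulus 25 nM EGF, 5 min, following 30 min compound exposure. Data scaled to DMSO basal and full EGF activation.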
# An asterisk follows results filed as active; ? = inconclusive; & = joins results of further samples; [ ] = dose if it differs, or a comment. Potency is read from the fitted curve at half-maximal effect.
SMILES,ERK EGF inh
O=C(COC(=O)C1CC1)NC(=O)NCc1ccccc1,-2%
COc1ccc2c(=O)c(-c3cnn(-c4ccccc4)c3)c(C)oc2c1,-19%[57.5 µM]
Cc1c(NC(=S)N/N=C/C=C/c2ccccc2)c(=O)n(-c2ccccc2)n1C,-6%[57.5 µM]
COCCOC(=O)C1=C(C)NC2(O)c3ccccc3C(=O)C12O (centres undefined),10%
COc1ccc(N=Cc2cc(Cc3ccccc3Cl)cc([N+](=O)[O-])c2O)cc1OC,6%
COc1ccccc1CC(=O)Nc1cccc(C(=O)NN2C(=O)c3ccccc3C2=O)c1,5%
O=C(Nc1nc(-c2ccc3ccccc3c2)cs1)c1ccc(N2C(=O)CCC2=O)cc1,2%
Cc1ccc(-c2cc(=O)c3cc(Cl)ccc3[nH]2)cc1,-6%[57.5 µM]
CC(/C=N/n1c(-c2cc(C)[nH]n2)n[nH]c1=S)=C\c1ccccc1,-5%
Cc1cc(C)n(CCNC(=O)CCc2nnc(CCc3ccccc3)o2)n1,-11%
O=C(CCCN1C(=O)/C(=C\c2cccs2)SC1=S)NNC(=O)c1cccnc1,-6%
C#Cc1ccc([C@H]2C=C(C(=O)N3CCN(Cc4ccccc4)CC3)O[C@@H](OCc3ccc(CO)cc3)C2)cc1,-19%[57.5 µM]
Cc1ccc(-n2[nH]c(C)c(/C=N/NC(=O)c3cccc([N+](=O)[O-])c3)c2=O)cc1C,-1%
O=C(COC(=O)CC1CC2CCC1C2)NC(=O)NC1CCCC1 (centres undefined),-4%
O=C(O)c1cccc(Nc2ncnc3ccc(Br)cc23)c1,-9%[57.5 µM]
CCOc1ccc(NC(=O)COC(=O)c2ncc(Cl)c(Cl)c2Cl)cc1,-6%
CC(C)(C)c1nnc(NC(=O)Nc2ccc(Cl)cc2)s1,7%[57.5 µM]
N#Cc1cccc(NC(=S)Nc2ccccc2)c1,1%
CC(C)(C)n1cnc2cc(NCc3cccs3)ccc21,7%
COc1ccc(C(=O)N2CCC(C(=O)c3ccc(F)cc3)CC2)cc1,0%
COc1ccc2c(c1OC)C(=O)OC2C1c2c(cc3c(c2OC)OCO3)CCN1C (centres undefined),-1%[57.5 µM]
O=C(O)CCNC1CCCCC1,-4%[57.5 µM]
CC(=O)c1ccc(S(=O)(=O)N2CCN(c3ccccc3F)CC2)cc1,3%
Cc1ccc(/C=N/NC(=S)Nc2cccc(S(=O)(=O)N(C)C)c2)o1,8%[57.5 µM]
Cc1[nH]c2ccccc2c1SCC(=O)O,2%

# Structures shown so far that have a nitro group on carbon:
SMILES,ERK EGF inh
COc1ccc(N=Cc2cc(Cc3ccccc3Cl)cc([N+](=O)[O-])c2O)cc1OC,6%
Cc1ccc(-n2[nH]c(C)c(/C=N/NC(=O)c3cccc([N+](=O)[O-])c3)c2=O)cc1C,-1%

# The results go on.
SMILES,ERK EGF inh
CCc1cc(C(=O)N2CCCC(CCC(=O)N3CCN(c4ccccn4)CC3)C2)no1 (centres undefined),2%
COC(=O)c1ccc(Cl)c(NC(=O)CN(c2ccc(OC)c(OC)c2)S(C)(=O)=O)c1,5%
CSc1ccccc1NC(=O)c1cc2ncc(Br)cn2n1,2%
Cc1cc(C(=O)Nc2ccc(S(=O)(=O)N3CCCC3)cc2)no1,0%
CCOC(=O)C1CCN(C(=O)Nc2cccc(Cl)c2)CC1,5%
Cc1[nH]n(-c2ccccc2)c(=O)c1/C=C1\C=NN=C1c1ccccc1,-1%[57.5 µM]
COc1cc(/C=N/N=C2/SCC(=O)N2c2ccc(O)cc2)ccc1O,-18%
CCCNC(=O)NC(=O)c1cnccc1C(F)(F)F,5%[57.5 µM]
COc1ccc(NC2=CC(=O)N(C)C2=O)cc1,7%
COC(=O)c1c(NC(=S)NN2CCN(C)CC2)sc2c1CCC(C)C2 (centres undefined),-9%
COc1ccc(Cc2nnc(-c3ccccc3)o2)cc1,3%
CCN1CCN(Cc2ccc(NC(=O)c3cc(NC(=O)N4CCNC4=O)cc(OC)c3)cc2C(F)(F)F)CC1,-4%[57.5 µM]
COc1ccccc1C/C(N)=N/OC(=O)COc1cccc(C)c1,4%
CCOC(=O)C1CCCN(Cc2nc(CC3CC3)no2)C1 (centres undefined),16%[57.5 µM]
COc1cc(C(=O)NCc2ccc(OCCN(C)C)cc2)cc(OC)c1OC,-3%
COCCCNC(=S)NC1CC2CCC(C1)N2Cc1ccccc1 (centres undefined),-1%
Cc1noc(C)c1COc1cccc(C(=O)NCCc2c[nH]c3ccccc23)c1,?
C/C(=N\NC(=O)C(=O)Nc1ccc(C)cc1)c1ccncc1,-4%
Cc1nn(-c2ccccc2)c(N)c1C1(O)C(=O)Nc2ccc([N+](=O)[O-])cc21 (centres undefined),-7%[57.5 µM]
CCOc1c(Nc2cccc(Cl)c2)c(=O)c1=O,-13%[57.5 µM]
O=c1c(Cc2c(F)cccc2Cl)c(O)ccn1CCCN1CCOCC1,17%
O=C(NC1CCCCC1)c1cc([N+](=O)[O-])[nH]n1,-6%
CCc1ccc(NC(=O)N[C@H](C(=O)O)C(C)CC)cc1 (some centres undefined),-12%[57.5 µM]
C[C@@H](C(=O)NCc1ccc(C(F)(F)F)nc1)[C@H]1C[C@]1(C)[C@H](NC(=O)OCc1ccccc1)c1ccccc1,-1%
Cc1ccc(C(O)(C(=O)NNc2ccc3ccccc3n2)c2ccc(C)cc2)cc1,-12%&3%
# The results go on:
SMILES,ERK EGF inh
Cc1ccc(NC2=NC(=S)N(CC#N)C23CCCCC3)cc1,-8%
O=C(NN1C(=O)C2C3C=CC(C4CC34)C2C1=O)c1ccccc1Cl (centres undefined),1%
COC(=O)/C=C/COc1ccccc1[N+](=O)[O-],-10%
COc1cc(/C=N/n2cnnc2-n2nc(C)cc2C)cc([N+](=O)[O-])c1O,23%[57.5 µM]
CCOC(=O)c1sc(Nc2ccc(OCC)cc2)nc1C,0%
O=c1cc(CN2CC(O)Cc3ccc4ccccc4c32)nc2sccn12 (centres undefined),-4%
CC(C)(C)CN1CCNC(=O)C1CC(=O)NCCc1ccccc1F (centres undefined),1%
COc1cc(O)ccc1/C=N/NC(=O)c1ccc([N+](=O)[O-])cc1,14%
COc1ccc(C(=O)C[n+]2ccc3c(c2)nnn3-c2ccccc2)cc1,-7%
O=C(/C=C/c1ccc(Cl)cc1Cl)N1CCc2ccccc21,2%
CCNc1nc(NC(C)C)nc(N(C#N)C(C)C(=O)N(CC)CC)n1 (centres undefined),0%[57.5 µM]
O=C(c1cnccn1)N(Cc1cccs1)C1(C(=O)NC2CCCCC2)CCCCC1,-14%
Cc1c(C(=O)NC(=S)Nc2ccccc2N2CCCC2)cccc1[N+](=O)[O-],2%
COc1ccccc1NC(=O)Cn1cnc2c(nnn2-c2ccc(C)cc2)c1=O,-1%
Cc1ccccc1OCC(O)Cn1c(Br)nc2c1c(=O)[nH]c(=O)n2C (centres undefined),7%
Cc1c(CC=C(Cl)Cl)c(=O)[nH]c2c(C)cccc12,1%
Cc1cc2oc(C(=O)NCc3ccc(S(N)(=O)=O)cc3)c(C)c2cc1C,-2%
CCCN(CCC)C(=O)Cc1ccc(F)cc1,-4%
NS(=O)(=O)c1cc2c(cc1C(F)(F)F)NCNS2(=O)=O,-14%[57.5 µM]
COc1cnc(SC)nc1Nc1ccc(C#N)cc1,7%[57.5 µM]
CCO[C@@H]1OC(C(N)=O)=C[C@H](c2ccc(C(F)(F)F)cc2)[C@H]1CCCO,-10%[57.5 µM]
C=CCOC(=O)NC(c1ccc(F)c(F)c1)S(=O)(=O)c1ccc(Cl)cc1 (centres undefined),-1%
O=C(/C=C/c1ccc2c(c1)OCO2)Nc1nncs1,8%[57.5 µM]
Cc1cccc(C)c1-n1nnnc1-c1cnccc1C(F)(F)F,-14%[57.5 µM]
CCCCCCC(C)OC(=O)c1ccccc1C(=O)O (centres undefined),-2%[57.5 µM]
# The list continues:
SMILES,ERK EGF inh
COC(=O)c1cc(C(=O)OC)n(Cc2ccc(F)cc2)c1C,-3%
Nc1ccccc1C(=O)/C=C/c1ccccc1,-11%
COCC(C)N=C1NN=C(c2cccs2)C(CC(=O)O)S1 (centres undefined),-1%
COc1ccc(NC(=O)c2cccnc2N2CCCCC2)cc1,1%
COc1ccc(-n2c(-c3cc(-c4ccccc4)sc3N)n[nH]c2=S)cc1,8%[57.5 µM]
Oc1c(C(Nc2ccccn2)c2cccnc2)cc(Cl)c2cccnc12 (centres undefined),4%
CCc1ccc(N2C(=O)CC(N3CCN(c4ccccn4)CC3)C2=O)cc1 (centres undefined),5%[57.5 µM]
O=C(NNc1c2ccccc2nc2ccccc12)c1ccc(O)cc1,?
O=C(CSc1ccccc1C(=O)O)NCc1ccc(Cl)cc1,-4%
CCOc1ccc(C(=O)NCCc2ccc3c(c2)OCCO3)cc1,1%
CN(C)C(=O)Nc1ccccc1,13%[57.5 µM]
O=C(N/N=C1\CC(c2ccccc2)Oc2ccccc21)c1cccnc1 (centres undefined),0%
COc1cc(/C=N/NC(=O)C(=O)NCc2cccnc2)ccc1O,1%
CC1CC(C)CN(CC(O)COc2ccc3c(c2)CCC3)C1 (centres undefined),-3%
O=C(NNC(=O)c1ccccc1[N+](=O)[O-])c1ccco1,-5%
CC(C(=O)Nc1cccc(S(=O)(=O)N2CCOCC2)c1)N1CCN(C/C=C/c2ccccc2)CC1 (centres undefined),-1%
CC(=O)N1CCN(CC(=O)Nc2cc([N+](=O)[O-])ccc2Cl)CC1,-27%[57.5 µM]
CCCn1c(N)c(C(=O)CSc2nnc(-c3cccnc3)n2-c2ccc(C)cc2C)c(=O)[nH]c1=O,-4%
CCCCCCCC1CC(=O)C=C(C)C1C(=O)OCC (centres undefined),14%[57.5 µM]
O=C(CCCc1c[nH]c2ccccc12)Nc1ccc2ccccc2c1,?
COc1ccc(C)cc1NC(=O)C(OC(=O)c1ccc([N+](=O)[O-])o1)c1ccccc1 (centres undefined),2%
CCOC(=O)c1[nH]cnc1C(=O)Nc1ccc(C)cc1,2%[57.5 µM]
CCOc1cccc(N(C(=O)C2COc3ccccc3O2)C(C(=O)NC2CCCCC2)c2ccc(O)cc2)c1 (centres undefined),7%
CCCC(=O)NC(NC(=S)Nc1ccc(N=Nc2ccccc2)cc1)C(Cl)(Cl)Cl (centres undefined),-6%
CCOc1ccc(/C=C/C(=O)NCc2ccccc2)cc1,-14%

# In the list so far, these contain fluorine:
SMILES,ERK EGF inh
COc1ccc(C(=O)N2CCC(C(=O)c3ccc(F)cc3)CC2)cc1,0%
CC(=O)c1ccc(S(=O)(=O)N2CCN(c3ccccc3F)CC2)cc1,3%
CCCNC(=O)NC(=O)c1cnccc1C(F)(F)F,5%[57.5 µM]
CCN1CCN(Cc2ccc(NC(=O)c3cc(NC(=O)N4CCNC4=O)cc(OC)c3)cc2C(F)(F)F)CC1,-4%[57.5 µM]
O=c1c(Cc2c(F)cccc2Cl)c(O)ccn1CCCN1CCOCC1,17%
C[C@@H](C(=O)NCc1ccc(C(F)(F)F)nc1)[C@H]1C[C@]1(C)[C@H](NC(=O)OCc1ccccc1)c1ccccc1,-1%
CC(C)(C)CN1CCNC(=O)C1CC(=O)NCCc1ccccc1F (centres undefined),1%
CCCN(CCC)C(=O)Cc1ccc(F)cc1,-4%
NS(=O)(=O)c1cc2c(cc1C(F)(F)F)NCNS2(=O)=O,-14%[57.5 µM]
CCO[C@@H]1OC(C(N)=O)=C[C@H](c2ccc(C(F)(F)F)cc2)[C@H]1CCCO,-10%[57.5 µM]
C=CCOC(=O)NC(c1ccc(F)c(F)c1)S(=O)(=O)c1ccc(Cl)cc1 (centres undefined),-1%
Cc1cccc(C)c1-n1nnnc1-c1cnccc1C(F)(F)F,-14%[57.5 µM]
COC(=O)c1cc(C(=O)OC)n(Cc2ccc(F)cc2)c1C,-3%

# Not all compounds are listed; the hit share may differ from the screen's.
